IL-1B inflam inh: inhibitors of inflammasome signaling (IL-1 beta secretion) | THP-1 LPS/ATP IL-1B secretion, AlphaLISA, 16 h; stronger effect = lower value | activity change, % at 57.5 µM | 360,000 tested, 4.7% active; in the data active = activity change below about -50%; inconclusive = mostly about -30% to -49%; note: % is set by controls: 0 for no effect and ±100 for the full control effect
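THP-1 cells pretreated 1 hr with compounds (up to 57.5 uM final), then stimulated with LPS (250 ng/mL final) plus ATP (1.25 mM final); secreted IL-1B measured by AlphaLISA after 16 hr, decreased signal indicating inhibition.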
ATXN2 expr inh: reduces ATXN2 reporter expression in HEK-293 cells; HEK-293 ATXN2-luciferase reporter, luminescence, 24 h; Potency, µM (series often up to 57 µM), for inactives: top-dose activity change, negative = inhibition, hits mostly inhibitors; 360,000 tested, 0.72% active; note: potency is the fitted concentration of half-maximal effect; % is set by controls: 0 for no effect and ±100 for the full control effect; nearly all actives have a fitted effect of over 55% in size
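ATXN2-luciferase reporter cells (luciferase flanked by upstream and downstream ATXN2 gene portions) were treated 24 h at 37 °C with compounds at up to 57 uM. SteadyGlo luminescence gave expression; GF-AFC fluorescence gave viability.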
S2 tox: cell viability loss in ATXN counter-screen. S2 cells (HEK-293 line with an ATXN2-luciferase reporter) viability, CellTiter-Fluor protease fluorescence, 24 h. Potency, µM (series often up to 56.7 µM), most hits filed as cytotoxic. 400,000 tested, 0.49% active. AID 651635; note: potency is the fitted concentration of half-maximal effect; nearly all actives have a fitted effect of over 40% in size
HT1080 IDH1KD tx: kills HT-1080 cells with IDH1 knockdown; 360,000 tested, 2% active; HT-1080 IDH1 knockdown viability, ATP luminescence, 48 h; Potency, µM (top dose mostly 46.1 µM), for the others: top-dose activity, negative = toxicity, hits mostly cytotoxic;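 note: potency is the fitted concentration of half-maximal effect; 0% = DMSO wells and -100% = cell-free medium wells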
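Luminescent ATP read-out (CellTiter-Glo, 10 min at room temperature) after 48 h compound exposure at 37 °C gave viability of IDH1-knockdown HT-1080 cells. Activity was normalised to DMSO and cell-free wells, then fitted as concentration-response curves.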
MCF10A rerep: induces DNA re-replication in MCF 10a normal breast cells | AID 624296 | MCF 10A DNA re-replication, Hoechst nuclear intensity, 48 h | Potency, µM (doses to about 46.1 µM), for inactives: at the highest dose activity, positive = re-replication, usual class: activators | 350,000 tested, 2.9% active; note: potency is the fitted concentration of half-maximal effect; % of control where 0% means no effect; nearly all actives have a fitted effect of over 50% in size
HT1080-NT tox: kills 2HG-producing HT-1080-NT fibrosarcoma cells. HT-1080-NT fibrosarcoma viability, CellTiter-Glo ATP luminescence, 48 h. Potency, µM (doses to about 46.1 µM), for inactives: top-dose activity, negative = less viability, hits mostly cytotoxic. 360,000 tested, 1.6% active;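 note: NT is the 2HG producing partner of a matched IDH1 knockdown line; potency is the fitted concentration of half-maximal effect; 0% = DMSO-treated cells and -100% = media-only wells without cells; nearly all actives have a fitted effect of over 55% in size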
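Compounds were tested in concentration-response format on HT-1080-NT cells for 48 hours at 37 degrees C. Cell viability came from CellTiter-Glo luminescence; curves were classified by r2, response magnitude and activity.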
KB-3-1 tox: kills parental KB-3-1 adenocarcinoma cells; KB-3-1 viability, CellTiter-Glo ATP luminescence, 72 h; Potency, µM (titrated, usually from 46.1 µM), for the others: at the top dose activity change, negative = cytotoxic, hits mostly cytotoxic; 400,000 tested, 1.4% active; AID 1347075; note: potency is the fitted concentration of half-maximal effect; % is set by controls: 0 for no effect and ±100 for the full control effect; nearly all actives have a fitted effect of over 60% in size
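KB-3-1 parental drug-naive adenocarcinoma cells in DMEM/10% FBS, incubated 72 h at 37 C with pin-transferred compounds across a concentration series. Viability by CellTiter-Glo luminescence; concentration-response curves fitted after normalization.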
HepG2 tox: kills HepG2 cells in TGF-b inhibitor counter-screen. HepG2 CAGA-GFP viability, ATP luminescence, 18 h. Potency, µM (top dose mostly 46.1 µM), for the others: at the highest dose activity change, negative = cytotoxicity, hits mostly cytotoxic. 410,000 tested, 0.76% active; note: potency is the fitted concentration of half-maximal effect; some results filed as inactive show a strong effect at the top dose
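HepG2 CAGA-GFP cells (1000/well, DMEM with 1% FBS) received compound, then TGF-beta at 500 pg/mL final, and were incubated 18 hours at 37 degrees C. Viability was read by CellTiter-Glo luminescence. Media-only wells were set as complete cell-killing and DMSO as no toxicity.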
SW480 rereplic: induces DNA re-replication in SW480 colon adenocarcinoma cells. Potency, µM (doses to about 46.1 µM), for the others: top-dose re-replication activation, most hits filed as activators. SW480 DNA re-replication, Hoechst DNA content imaging, 48 h. AID 624297. 340,000 tested, 1.8% active; note: potency is the fitted concentration of half-maximal effect; % of control where 0% means no effect; nearly all actives have a fitted effect of over 55% in size
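Cells (250 per well) received 23 nL compound or DMSO by pin tool and were kept 48 hr at 37 C, 5% CO2. Nuclei were then stained with Hoechst for 40 min and scanned for DNA content.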
* marks the source's active call; other numbers are inactive results; i = inactive; ? = inconclusive; · = no result given; & = joins results of further samples; [ ] = dose if it differs, or a comment. Unless noted, calls come from the whole dose curve; as a rule, active = well fitted curve in the direction sought with a large enough effect; inconclusive = small, poorly fitted or top-dose-only effect, or another doubt; inactive = no such curve, though single readings can be large; an effect the other way counts as inactive or inconclusive.

Each structure is followed by: IL-1B inflam inh	ATXN2 expr inh	S2 tox	HT1080 IDH1KD tx	MCF10A rerep	HT1080-NT tox	KB-3-1 tox	HepG2 tox	SW480 rereplic
> O=C(O)CC1(CC(=O)NCc2ccncc2)CCCCC1
 : 1	3%	i	11%	-3%	18%	18%	-1%	-15%
> COc1ccccc1NC(=O)COc1ccc(C(=O)NC2CCCc3ccccc32)cc1OC (configuration not stated)
 : 33	-2%	i	-9%	?	-18%	-2%	0%	6%
> CCn1nc(C(=O)NCc2nnc3ccccn23)c2ccccc2c1=O
 : 11	7%	i	2%	-3%	-1%	1%	-95%	1%
> CC(=O)Nc1ccccc1-c1nc2ccc(C(=O)N3CCN(c4ccccc4)CC3)cc2[nH]c1=O
 : 13	-7%	i	0%	0%	1%	-2%	-17%	-4%
> COc1ccc(CNn2c(-c3ccccc3F)nc3ccccc3c2=O)cc1OC
 : 0	-32%	i	2%	-17%	0%	0%	-12%	-10%
> COc1ccc(NS(=O)(=O)c2cc(NC(=O)c3ccco3)ccc2N2CCCC2)cc1
 : -7	13%	i	6%	-6%	12%	6%	9%	-4%
> CC(C)CCn1c(SCC(=O)N2CC(=O)Nc3ccccc32)nc2scc(-c3cccs3)c2c1=O
 : 2	22%	i	3%	1%	3%	1%	5%	-5%
> CCOc1ccc(C(=O)C[n+]2ccccc2C)cc1
 : 8	-15%	i	18%	2%	21%	-1%	0%	-10%
> O=[N+]([O-])c1ccccc1OCCN1CCOCC1
 : 12	-2%	i	11%	-1%	15%	24%	4%	-2%
> Cc1cccc(C(=O)Nc2sc3c(c2C#N)CCCCC3)c1
 : ?	-10%	i	-21%	4%	-4%	4%	-27%	-4%
> Cc1ccc(C)c(N2C(=O)N(C)c3ccccc3S2(=O)=O)c1
 : ·	-23%	i	·	·	·	9%	-8%	·
> Cc1cccc(N2CCN(S(=O)(=O)c3ccc4[nH]c(=O)ccc4c3)CC2)c1C
 : 39	-25%	?	?	4%	-21%	?	-96%	-17%
> CSc1ncc2ncn(C3OC(CO)C(O)C3O)c2n1 (configuration not stated)
 : -6	-8%	i	14%	-5%	0%	-1%	-11%	-5%
> COc1ccc(NC(=O)CN2CCCCC2)c([N+](=O)[O-])c1
 : ?	55%[activator]	i	3%	-4%	0%	0%	-1%	17%
> CC1CC(C)CN(c2oc(-c3ccccc3F)nc2C#N)C1 (configuration not stated)
 : -6	-11%	i	29%	19%	24%	5%	-10%	0%
> O=C(NCCn1cc(SCc2ccc(F)cc2)c2ccccc21)c1cccs1
 : ·	?	?	·	·	·	?	-22%	·
> Cc1[nH]c(C)c(S(=O)(=O)N2c3ccccc3CC2C)c1C(=O)N1CCCCC1 (configuration not stated)
 : 21	-3%	?	5%	2%	1%	15%	6%	1%
> CC(C)(O)C(=O)NN(C(=O)c1ccccc1)c1cccc(Br)c1
 : -16	-5%	i	11%	0%	10%	8%	-4%	15%
> COc1ccc(Oc2cccc(Cl)c2CNC(=O)CSCC(=O)O)cc1
 : 5	12%	i	6%	6%	6%	?	5%	-7%
> CCC(CC)c1nnc(NC(=O)C2CC(=O)N(c3ccc4c(c3)OCCO4)C2)s1 (configuration not stated)
 : 12	3%	i	11%	5%	-6%	-2%	-1%	2%
> CN(C)c1cccc(F)c1C(=O)NC(=O)Nc1ccc(Cl)cc1
 : 33	-8%	i	?	10µM*	?	3.7µM*	-20%	?
> O=C(NCc1cn2ccsc2n1)c1cccc(C(F)(F)F)c1
 : 10	13%	i	4%	-13%	3%	-2%	-4%	-7%
> CCNC(=S)N1CCN(c2nc(-c3ccc(F)cc3)cs2)CC1
 : -4	?	i	-17%	14%	?	3%	-10%	-10%
> C=CCNc1oc(-c2cccs2)nc1C#N
 : -4	2%	i	-3%	18%	-24%	?	-30%	-5%
> COc1cccc(CNC(=O)Cn2nc(N3CCN(c4ccccc4OC)CC3)ccc2=O)c1
 : ·	1%	i	·	·	·	-5%	-24%	·
> CCOC(=O)c1noc(C)c1C(=O)Nc1nc(C)cc(C)n1
 : 29	-8%	i	0%	-6%	1%	-12%	-8%	-5%
> CC(C(=O)Nc1cccc(S(=O)(=O)N2CCOCC2)c1)N1CCN(c2ccc(F)cc2)CC1 (configuration not stated)
 : 20	-10%	i	-14%	?	-19%	0%	0%	7%
> CCN(CC)S(=O)(=O)c1ccc(S(=O)(=O)Nc2c(C)nn(C)c2C)cc1
 : -11	2%	i	?	15%	16µM*	?	-17%	4%
> Cc1ccccc1C(=O)N1CCN(c2ccc(NC(=O)c3ccco3)cc2)CC1
 : ·	-7%	i	1%	-6%	2%	-4%	4%	-5%
> C=CC[C@@H](CC(=O)N[C@@H](CO)Cc1ccccc1)C(=O)N[C@H](COC(=O)[C@@H](CC=C)CC(=O)OC(C)(C)C)Cc1ccccc1
 : 9	?	?	0%	18%	-3%	-18%	-4%	?
> CSc1nc(-c2ccccc2)nn1S(=O)(=O)c1ccccc1
 : 8	23%	i	9%	7%	10%	24%	4%	2%
> Cc1cc2c(cc1C)CSC(c1ccccc1OC(=O)C(C)(C)C)SC2
 : 26	26%	i	-21%	12µM*	-17%	3%	-3%	7%
> CCn1c(SCC(=O)N/N=C/c2ccccc2OCC(=O)O)nnc1-c1ccc(C(C)(C)C)cc1
 : 32	26%	i	0%	-4%	-2%	-2%	8%	-5%
> COc1cc(C2CC(=O)Oc3cc4c(cc32)OCO4)cc(OC)c1OC (configuration not stated)
 : 15	1%	i	-1%	-27%	-3%	4%	-5%	-2%
> N#Cc1cnc(SCC(=O)NNC(=O)COc2cccc3ccccc23)nc1N
 : 33	-2%	i	7%	-2%	9%	-5%	-3%	-3%
> CC1CCN(C(=O)CSc2nnc(Cc3ccccc3)o2)CC1
 : -24	7%	i	1%	-3%	11%	4%	-3%	1%
> CCc1nn(-c2ccccc2)c2nc(-c3cccc(OC)c3)c3cc(OC)c(OC)cc3c12
 : ·	-1%	i	·	·	·	3%	2%	·
> COc1ccc(C(=O)Nc2nc3cc4c(cc3s2)OCO4)c(OC)c1
 : -15	-26%	?	4%	?	10%	2%	-1%	29%
> CCOc1ccc2[nH]c3c(=O)n(CCC4=CCCCC4)cnc3c2c1
 : -8	0%	i	-3%	0%	4%	1%	4%	28%
> CCn1c(SCC(=O)Nc2ccccc2Br)nnc1-c1cnccn1
 : 0	3%	i	10%	1%	1%	0%	9%	-7%

For convenience, part of the list above:
Each structure is followed by: IL-1B inflam inh	ATXN2 expr inh	S2 tox	HT1080 IDH1KD tx	MCF10A rerep	HT1080-NT tox	KB-3-1 tox	HepG2 tox	SW480 rereplic
> CCNC(=S)N1CCN(c2nc(-c3ccc(F)cc3)cs2)CC1
 : -4	?	i	-17%	14%	?	3%	-10%	-10%
> C=CCNc1oc(-c2cccs2)nc1C#N
 : -4	2%	i	-3%	18%	-24%	?	-30%	-5%

Next results.
Each structure is followed by: IL-1B inflam inh	ATXN2 expr inh	S2 tox	HT1080 IDH1KD tx	MCF10A rerep	HT1080-NT tox	KB-3-1 tox	HepG2 tox	SW480 rereplic
> Cc1cc(OCC(=O)NCCCn2ccnc2)c2c(C)c(C)c(=O)oc2c1
 : -8	16%	i	0%	9%	-5%	0%	-47%	-13%
> CCCC(=O)Nc1ccc2c(c1)nc1n2CCOC1
 : -4	-4%	i	8%	15%	-10%	-4%	-3%	-3%
> Cc1ccsc1CNn1cnnc1SCc1ccccc1F
 : -6	7%	i	1%	2%	-4%	0%	-27%	1%
> COC(=O)c1ccc(NC(=O)COc2ccc(N(C)S(=O)(=O)c3ccc(C)cc3)cc2)cc1
 : 7	-16%	i	-1%	18µM*	2%	·	-2%	-5%
> C[C@@H]1CN([C@@H](C)CO)S(=O)(=O)c2ccc(Br)cc2O[C@H]1CN(C)Cc1ccc(-c2ccccc2)cc1
 : -28	?	?	21µM*	·	?	?	-63%	·
> O=C(COC(=O)CCNS(=O)(=O)c1cccs1)Nc1ccccc1
 : 33	-14%	i	7%	-1%	-25%	11%	-28%	-4%
> CCOC(=O)N(Cc1ccccc1)C1CC1
 : 9	2%	i	-6%	-4%	-4%	17%	1%	0%
> CC(C)[C@H](NC(=O)OCc1ccccc1)C(=O)OCC(=O)NCc1ccco1
 : -10	0%	i	-4%	-10%	10%	-4%	-6%	5%
> O=C(NNC(=O)c1ccccc1C(=O)O)c1ccc(S(=O)(=O)N2CCCCC2)cc1
 : -4	-29%	i	0%	-4%	-3%	-2%	-11%	-8%
> Nc1c(S(=O)(=O)c2ccccc2)c2nc3ccccc3nc2n1/N=C/c1ccco1
 : -28	0%	?	-23%	?	-22%	-23%	-4%	?
> Cc1cc(C(=O)NC2CC2)c2ccccc2n1
 : 0	-24%	i	15%	-5%	1%	-6%	-1%	-14%
> CCOC(=O)c1ccc(NC(=O)c2c(NCc3cccc(OC)c3OC)sc3c2CCC3)cc1
 : ·	-6%	?	·	·	·	4%	-21%	·
> COc1ccc(-c2nnc3ccc(SCC(=O)N4CCCCCC4)nn23)cc1OC
 : -65*	-21%	i	-2%	5%	-3%	13%	-2%	-4%
> CC(NC(=O)C(=O)N1CCCCC1)C(c1cccs1)N1CCN(Cc2ccccc2)CC1 (configuration not stated)
 : -3	-9%	i	8%	0%	18%	-7%	-26%	-1%
> COc1cccc(N2[C@@H](CC(C)=O)c3ccccc3S2(=O)=O)c1
 : -7	-2%	i	6%	5%	12%	-7%&1%	-1%&3%	-3%
> O=C(Nc1ccc(Br)cc1)c1cccc(S(=O)(=O)Nc2cnc3ccccc3c2)c1
 : ?	-17%	i	?	?	?	-24%	-27%	2%
> CC1=NN(C(=O)c2ccc(C)cc2)C(O)(C(F)(F)OC(F)(F)F)C1 (configuration not stated)
 : 56	3%	?	-4%	?	-1%	?	-17%	-12%

Screening data: PubChem, National Center for Advancing Translational Sciences (NCATS)
